# BLM helicase inh – qHTS Assay for Inhibitors of Bloom's syndrome helicase (BLM). recombinant BLM DNA unwinding, fluorescence dequenching. Potency, µM (doses to about 56.1 µM), for the others: at the top dose activity change, negative = inhibition, usual class: inhibitors. 350,000 tested, 0.2% active. RecQ-like DNA helicase BLM (Homo sapiens), P54132. AID 2528, 2010;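 also: plate controls were vehicle for no effect and no enzyme for full effect; nearly all actives have a fitted effect of over 35% in size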
# Target sequence (P54132 whole entry, looked up): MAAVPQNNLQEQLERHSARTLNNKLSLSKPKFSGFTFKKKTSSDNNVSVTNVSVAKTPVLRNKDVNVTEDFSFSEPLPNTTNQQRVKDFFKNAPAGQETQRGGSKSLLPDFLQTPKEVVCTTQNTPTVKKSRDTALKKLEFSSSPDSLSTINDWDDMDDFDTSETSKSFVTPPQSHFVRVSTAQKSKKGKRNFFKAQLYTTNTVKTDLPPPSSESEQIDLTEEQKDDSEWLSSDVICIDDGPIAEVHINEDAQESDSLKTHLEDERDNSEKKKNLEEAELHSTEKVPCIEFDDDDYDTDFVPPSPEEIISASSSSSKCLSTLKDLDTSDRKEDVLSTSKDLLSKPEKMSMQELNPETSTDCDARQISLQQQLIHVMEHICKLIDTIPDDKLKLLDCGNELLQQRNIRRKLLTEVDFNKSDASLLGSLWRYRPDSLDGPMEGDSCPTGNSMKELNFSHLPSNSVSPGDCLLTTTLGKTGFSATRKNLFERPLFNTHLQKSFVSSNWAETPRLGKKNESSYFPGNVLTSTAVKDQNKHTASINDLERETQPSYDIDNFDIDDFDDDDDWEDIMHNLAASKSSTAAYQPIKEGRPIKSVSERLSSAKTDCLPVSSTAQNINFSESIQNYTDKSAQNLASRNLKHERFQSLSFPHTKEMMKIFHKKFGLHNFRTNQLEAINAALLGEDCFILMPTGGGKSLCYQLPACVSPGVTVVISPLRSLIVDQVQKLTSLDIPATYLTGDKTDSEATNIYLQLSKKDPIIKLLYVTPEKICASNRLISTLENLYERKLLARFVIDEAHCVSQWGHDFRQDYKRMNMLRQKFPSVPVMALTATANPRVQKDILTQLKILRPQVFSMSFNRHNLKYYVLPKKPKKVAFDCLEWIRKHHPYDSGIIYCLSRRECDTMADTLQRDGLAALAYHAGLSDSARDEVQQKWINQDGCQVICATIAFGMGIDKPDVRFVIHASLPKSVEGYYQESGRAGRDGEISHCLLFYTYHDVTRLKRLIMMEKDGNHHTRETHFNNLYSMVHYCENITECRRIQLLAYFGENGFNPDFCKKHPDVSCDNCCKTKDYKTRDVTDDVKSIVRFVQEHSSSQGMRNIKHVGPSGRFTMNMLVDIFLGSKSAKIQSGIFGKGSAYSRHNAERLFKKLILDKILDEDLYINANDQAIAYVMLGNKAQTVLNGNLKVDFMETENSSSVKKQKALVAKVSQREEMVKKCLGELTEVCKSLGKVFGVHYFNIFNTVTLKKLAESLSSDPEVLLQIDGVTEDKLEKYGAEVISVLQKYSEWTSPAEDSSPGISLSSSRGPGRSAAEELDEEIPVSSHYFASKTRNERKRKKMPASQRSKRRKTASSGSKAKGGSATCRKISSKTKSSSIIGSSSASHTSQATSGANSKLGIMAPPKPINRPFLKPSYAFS
# G9a inh – qHTS Assay for Inhibitors of Histone Lysine Methyltransferase G9a. Histone-lysine N-methyltransferase EHMT2 (Homo sapiens), Q96KQ7. G9a H3K9 monomethylation, AlphaScreen, 2 h. Potency, µM (series often up to 102 µM), without a hit: at the highest dose activity, negative = inhibition, actives largely listed as inhibitors. 350,000 tested, 8.8% active; also: % is scaled to controls: 0 for no effect and ±100 for the full control effect; nearly all actives have a fitted effect of over 75% in size
#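 Quantitative HTS format: methyltransferase activity on a biotin-tagged H3K9 peptide is measured by AlphaScreen, using a rabbit anti-monomethyl-H3K9 antibody with streptavidin donor and anti-IgG acceptor beads. Final levels are 20 nM enzyme, 500 nM peptide, 20 uM SAM; 2 h RT.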
# JMJD2A Tudor – qHTS Assay for Inhibitors of JMJD2A-Tudor Domain. Potency, µM (highest dose often 114 µM), inactives show at the highest dose activity change, negative = inhibition, actives largely listed as inhibitors. AID 504339, 2011. 390,000 tested, 4.4% active. AlphaScreen JMJD2A-Tudor / H3K4me3 peptide binding; also: % is scaled to controls: 0 for no effect and ±100 for the full control effect; nearly all actives have a fitted effect of over 50% in size
# GLS inh – qHTS for Inhibitors of Glutaminase (GLS); Glutaminase kidney isoform, mitochondrial (Homo sapiens), O94925; GLS enzymatic activity, qHTS titration; Potency, µM (titrated, usually from 45.5 µM), for inactives: top-dose activity change, negative = inhibition, usual class: inhibitors; 410,000 tested, 0.21% active; also: % is scaled to controls: 0 for no effect and ±100 for the full control effect
#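 hKGA in 45 mM KH2PO4 pH 8.2, 0.02% Tween-20 with pin-transferred compounds; 1 mM L-glutamine (stock) plus glutamate oxidase/HRP/Amplex Red coupling added. Fluorescence read initially and after 30 min at RT.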
# BAZ2B block – qHTS Assay for Inhibitors of BAZ2B; 360,000 tested, 4.4% active; AlphaScreen BAZ2B-H3K14Ac peptide displacement; Potency, µM (highest dose often 114 µM), without a hit: at the top dose activity change, negative = inhibition, hits mostly inhibitors; also: % is scaled to controls: 0 for no effect and ±100 for the full control effect; nearly all actives have a fitted effect of over 60% in size
#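 Protein-peptide AlphaScreen: BAZ2B 50 nM, b-H3K14Ac 50 nM, 1x PBS pH 7.4 + 0.01% Tween-20. Preincubation 30 min RT; cpd 30 min RT (top 110 uM); beads 20 min RT, light-protected.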
# Pin1 inhibitor – qHTS Assay to Find Inhibitors of Pin1 | Peptidyl-prolyl cis-trans isomerase NIMA-interacting 1 (Homo sapiens), Q13526 | Pin1 FP peptide displacement, HiFluor488, 10 min | Potency, µM (top dose mostly 115 µM), for the others: at the highest dose activity, negative = inhibition, hits mostly inhibitors | 390,000 tested, 0.009% active; active = well fitted inhibition curve with a large enough effect in the polarisation, with a control signal flat, not every such curve was filed as active; inconclusive = small, poorly fitted or top-dose-only effect, or effect the other way, or a change in a side signal; inactive = no such curve, though single readings can be large or run the other way; the % refers to the polarisation; also: % is scaled to controls: 0 for no effect and ±100 for the full control effect
# Pol iota inh – qHTS for Inhibitors of Polymerase Iota. Pol iota fluorescent replication assay, 10 min. Potency, µM (highest dose often 115 µM), for the others: top-dose activity, negative = inhibition, actives largely listed as inhibitors. 390,000 tested, 1% active. AID 588590, 2011
#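 Pol iota at 10 nM preincubated 15 min with compounds at room temperature; reaction started with fluorescent substrate, 50 nM final. Fluorescence read kinetically at 0 and 10 min; buffer-only wells as negative control.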
# PGK inhibitor – qHTS Assay to Find Inhibitors of Phosphoglycerate Kinase | PGK/GAPDH coupled, Kinase-Glo luminescence, 60 min | Potency, µM (top dose mostly 57.5 µM), for inactives: top-dose activity change, negative = inhibition, usual class: inhibitors | 380,000 tested, 0.043% active | AID 602233, 2012; also: % is scaled to controls: 0 for no effect and ±100 for the full control effect; nearly all actives have a fitted effect of over 60% in size
#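 Recombinant glycosomal PGK reaction used 1,3-bisphosphoglycerate generated in-well by GAPDH (100nM final) in 100mM TEA pH 7.6, 5mM MgCl2, 0.01% Tween-20. After 60 minutes at room temperature, ATP was read by Kinase-Glo Plus luminescence end-point.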
# HP1b chromo inh – HTS for Inhibitors of HP1-beta Chromodomain Interactions with Methylated Histone Tails; AlphaScreen HP1-beta / biotin-H3K9me3 peptide binding; 390,000 tested, 0.56% active; Chromobox protein homolog 1 (Homo sapiens), P83916; Potency, µM (titrated, usually from 114 µM), inactives show at the top dose activity change, negative = inhibition, most hits filed as inhibitors; also: nearly all actives have a fitted effect of over 70% in size; inactives centre near 23
#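 HP1-beta protein (50 nM final) preincubated 30 min at room temperature with biotinylated H3(1-18)K9me3 peptide (50 nM) in PBS pH 7.4, 0.01% Tween-20, then compound added for 30 min. AlphaScreen streptavidin donor/nickel chelate acceptor beads (10 ug/mL final), 30 min dark, luminescence read.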
# An asterisk follows results filed as active; i = inactive; ? = inconclusive; . = not tested or not shown; [ ] = dose if it differs, or a comment. Unless noted, calls follow the shape of the dose curve; as a rule, active = well fitted curve in the direction sought with a large enough effect; inconclusive = small, poorly fitted or top-dose-only effect, or another doubt; inactive = no such curve, though single readings can be large; an effect the other way counts as inactive or inconclusive. Potency is read from the fitted curve at half-maximal effect. Only part of the results is shown, so the mix of outcomes need not match the whole.
# Start of the listing, in advance (8 entries):
SMILES,BLM helicase inh,G9a inh,JMJD2A Tudor,GLS inh,BAZ2B block,Pin1 inhibitor,Pol iota inh,PGK inhibitor,HP1b chromo inh
CC1=Nc2ccccc2/C1=C/c1sc(=N)n(-c2nccs2)c1O,-10%,9%[59 µM],?,0%,-26%,?,-5%,3%,-18%
Cc1csc(=O)n1CCC(=O)OCC(=O)c1c(N)n(CC(C)C)c(=O)n(C)c1=O,.,?,-8%,1%,-6%,2%,27%,-6%,13%
Cc1ccc(CNC(=O)CCCc2ccccc2)cc1,-6%,9%,-6%,1%,5%,3%,-13%,-9%,23%
CCC(=O)C1CCCN(C(=O)c2ccc3nc(-c4cccc(OC)c4)oc3c2)C1 (configuration not stated),-1%,.,-1%,-3%,-2%,2%,-9%,-4%,31%
COc1ccccc1NC(=O)CSc1nnc(Cn2nnc(-c3ccccc3)n2)n1-c1ccccc1,-9%,4%[12.7 µM],-27%[57.1 µM],6%,-2%,?,3%,-4%,19%
Cc1nc2c(sc(=S)n2Cc2ccco2)c(=O)n1CC(=O)Nc1ccccc1F,-4%,-7%,-8%,-7%,-8%[57.1 µM],?,2%,-4%,52%[activator]
Cc1oc(C(C)(C)C)cc1C(=O)Nc1cccc(/C=C\C(=O)O)c1,1%,-20%[59 µM],-27%,0%,?,-8%,9%,i,14%
O=C(c1ccc(-c2ccc([N+](=O)[O-])cc2)o1)N1CCN(S(=O)(=O)c2cccs2)CC1,.,3%[12.7 µM],-14%,12%,-2%,6%,?,0%,20%

# The listing, from the first entry:
SMILES,BLM helicase inh,G9a inh,JMJD2A Tudor,GLS inh,BAZ2B block,Pin1 inhibitor,Pol iota inh,PGK inhibitor,HP1b chromo inh
CC1=Nc2ccccc2/C1=C/c1sc(=N)n(-c2nccs2)c1O,-10%,9%[59 µM],?,0%,-26%,?,-5%,3%,-18%
Cc1csc(=O)n1CCC(=O)OCC(=O)c1c(N)n(CC(C)C)c(=O)n(C)c1=O,.,?,-8%,1%,-6%,2%,27%,-6%,13%
Cc1ccc(CNC(=O)CCCc2ccccc2)cc1,-6%,9%,-6%,1%,5%,3%,-13%,-9%,23%
CCC(=O)C1CCCN(C(=O)c2ccc3nc(-c4cccc(OC)c4)oc3c2)C1 (configuration not stated),-1%,.,-1%,-3%,-2%,2%,-9%,-4%,31%
COc1ccccc1NC(=O)CSc1nnc(Cn2nnc(-c3ccccc3)n2)n1-c1ccccc1,-9%,4%[12.7 µM],-27%[57.1 µM],6%,-2%,?,3%,-4%,19%
Cc1nc2c(sc(=S)n2Cc2ccco2)c(=O)n1CC(=O)Nc1ccccc1F,-4%,-7%,-8%,-7%,-8%[57.1 µM],?,2%,-4%,52%[activator]
Cc1oc(C(C)(C)C)cc1C(=O)Nc1cccc(/C=C\C(=O)O)c1,1%,-20%[59 µM],-27%,0%,?,-8%,9%,i,14%
O=C(c1ccc(-c2ccc([N+](=O)[O-])cc2)o1)N1CCN(S(=O)(=O)c2cccs2)CC1,.,3%[12.7 µM],-14%,12%,-2%,6%,?,0%,20%
CCC(C(=O)OCC(=O)NC(=O)NC(C)(C)C)c1ccccc1 (configuration not stated),-16%,-3%,?,56%[activator],-1%,5%,-8%,-10%,?
Cc1cc2cc(CN(Cc3cccs3)C(c3nnnn3C(C)(C)C)C(C)C)c3nnnn3c2cc1C (configuration not stated),0%,26%[59 µM],-7%,2%,-6%,-9%,41%[activator],2%,25%
CCc1ccc(CN2CCCC(CNS(=O)(=O)c3ccc(OC)cc3)C2)cc1 (configuration not stated),-6%,4%,-3%,4%,-23%,3%,0%,5%,-6%
Cc1ccc(C2=NC(C)(C)N=C2SCC(=O)Nc2ccc(Cl)cc2)cc1,-11%,-4%,12%[57.1 µM],1%,11%,4%,-7%,-1%,15%
Cc1noc(C)c1C(=O)Nc1nc(-c2cc(F)ccc2F)cs1,.,?,-19%,-4%,0%,5%,9%,-12%,-10%
O=C(CCc1nnc(CCc2ccccc2)o1)N1CCCC1c1nccs1 (configuration not stated),-3%,15%,-15%,0%,3%,2%,-17%,-3%,41%[activator]
O=C1NC(c2ccccc2)Oc2ccccc21 (configuration not stated),-4%,24%,-13%,3%,-3%,0%,168%[activator],-3%,27%
C=CCNc1sc(C(=O)c2ccc(C)cc2)c(N)c1C#N,-3%,.,-17%,5%,-1%,14%,6%,-10%,10%
CC(C)C[C@H](NC(=O)N1CCn2c1nc1ccccc12)C(=O)N1CCCCC1,-3%,47%[59 µM],8%,0%,-7%,1%,7%,-7%,43%[activator]
CC(=O)c1ccc(N(C(=O)Cn2nnc3ccccc32)C(C(=O)NCc2ccccc2)c2ccccn2)cc1 (configuration not stated),6%,6%[59 µM],-4%[57.1 µM],0%,-6%,1%,-10%,i,28%
CC(Cn1cncn1)C(=O)N1CCN(S(=O)(=O)c2ccccc2)CC1 (configuration not stated),-1%,11%,5%,-1%,-19%,2%,128%[activator],3%,24%
CC(=O)c1cc2ccc(O)cc2oc1=O,-2%,-2%,-9%,4%,-1%,?,5%,0%,49%[activator]
Cc1ccc(-c2csc3nc[nH]c(=S)c23)cc1C,-8%,26%[59 µM],?,?,?,-3%,103%[activator],8%,?
Cc1ccc2c(c1)N(CC(=O)O)C(=O)CO2,-3%,-6%,-10%,-4%,3%,-3%,?,-4%,30%
O=C(/C=C/c1ccccc1)N1CCN(Cc2nc3ccccc3c(=O)[nH]2)CC1,1%,18%[59 µM],-9%,-2%,?,-5%,24%,3%,21%
Cc1ccc(NC(=O)Cn2c(=O)n(Cc3ccco3)c(=O)c3ccc(C(=O)NC4CCCC4)cc32)c(C)c1,1%,-1%[59 µM],-2%,5%,.,2%,21%,-1%,35%
O=C(COC(=O)/C=C/c1ccc(F)cc1)Nc1ccc(Cl)cn1,-2%,23%[0.0925 µM],-12%,5%,4%,-1%,89%[activator],3%,19%

# Continued:
SMILES,BLM helicase inh,G9a inh,JMJD2A Tudor,GLS inh,BAZ2B block,Pin1 inhibitor,Pol iota inh,PGK inhibitor,HP1b chromo inh
COc1cccc(-c2cc(C(F)(F)F)nc(-n3cncn3)n2)c1,3%,?,-16%,-12%,-8%,-1%,35%[activator],0%,12%
c1csc(-c2ccn[nH]2)c1,-3%,14%,-4%,0%,-3%,2%,35%[activator],0%,33%
COC(=O)c1ccccc1NC(=O)Nc1ccc(C)cn1,2%,.,-11%,0%,5%,-6%,20%,-2%,37%
O=C1C(c2ccnc3ccccc23)=C(O)c2ccccc21,-8%,8%[59 µM],-21%,11%,-3%,13%,8%,-16%,91%[activator]
Cc1ccc(C(=O)OCC(=O)NC2CCCC2)cc1,3%,-10%,-3%,0%,2%,0%,15%,-9%,43%[activator]
O=C(Oc1cccc2c(=O)[nH]ccc12)c1ccccc1,-2%,-4%[59 µM],6%,4%,4%,0%,22%,0%,15%
COc1ccc(-c2nc(-c3ccccc3)c(-c3cccs3)[nH]2)cc1OC,-20%,-5%[12.7 µM],40µM*,-3%,9%,32%[activator],-3%,i,-22%
COc1ccc(/C=C/C(=O)O)cc1S(=O)(=O)N1CCC(C)CC1,4%,-28%,-12%[11.4 µM],-1%,-4%,-5%,-6%,-3%,66%[activator]
CCN1C(=O)c2ccccc2S(=O)(=O)c2ccc(C(=O)NCc3ccc(F)cc3)cc21,-8%,-11%[59 µM],-16%,7%,-15%,24%,16%,-7%,9%
Cc1ccsc1C(=O)Nc1nnc(-c2ccco2)o1,-1%,-11%[59 µM],-27%,.,79µM*,0%,12%,2%,51%[activator]
COc1ccc(CCN2C(=O)C(O)=C(C(C)=O)C2c2ccccc2OC)cc1OC (configuration not stated),1%,5%[12.7 µM],?,0%,-39%,5%,-3%,-4%,3%
COC(=O)C(c1ccccc1)N(Cc1cccc(CN(C(C(=O)OC)c2ccccc2)S(C)(=O)=O)c1)S(C)(=O)=O (configuration not stated),-8%,?,-23%,4%,-8%,42%[activator],?,3%,16%
O=C(CNS(=O)(=O)c1c(F)cc(F)cc1Br)OCC(=O)N1CCCC1=O,.,0%[0.501 µM],-6%,3%,4%,3%,37%[activator],-1%,39%
CCOC(=O)c1c(C)[nH]c(C(=O)CSc2ccccc2)c1C,-3%,-18%,-3%,-8%,3%,3%,-4%,i,27%
Cc1c(C(=O)NCCC2=CCCCC2)oc2ccc(S(=O)(=O)N3CCOCC3)cc12,-11%,?,-4%,0%,-11%,21%,9%,-1%,17%
O=C(c1cc2cc(Br)cc(Br)c2oc1=O)N1CCCC1,4%,-14%[59 µM],1%,-4%,-1%,-1%,-2%,-7%,35%
C/C(=N/NC(=O)c1ccc2c(c1)OCO2)c1ccc(NC(=O)c2ccc(F)cc2)cc1,-8%,-8%[0.501 µM],-13%,2%,-11%,1%,39%[activator],-9%,20%
O=C(/C=C/c1c(Cl)nc2ccccn12)N1CCN(c2ccc(F)cc2)CC1,-7%,7%,-21%,18%,?,3%,85%[activator],-11%,29%
